bIAP inh = intestinal alkaline phosphatase (bovine) inhibition. purified bovine IAP, CDP-star luminescence, 30 min. inhibition, % at 20 µM. 190,000 tested, under 10 active. AID 1019;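 active = over 50% inhibition of intestinal alkaline phosphatase at 20 µM in the single-dose screen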
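Incubation: 30 min reaction at room temperature / Material: purified bovine intestinal alkaline phosphatase (IAP) enzyme / Input: enzyme at 1/65,000,000 dilution / Dosing: 20 µM single dose / Signal: CDP-star luminescence signal / Reagent: CDP-star chemiluminescent phosphatase substrate, 30 µM final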
PPARg SRC-2 ag = promotes SRC-2 coactivator recruitment by human PPARgamma. AID 1032. activation, % at 8 µM. P37231. PPARgamma LBD-SRC-2 recruitment, biochemical. 0.34% of 200,000 active; in the data active = activation above about 22%;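 note: 0% = vehicle and 100% = reference agonist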
Target sequence (P37231 whole entry, looked up, the tested form may be a part): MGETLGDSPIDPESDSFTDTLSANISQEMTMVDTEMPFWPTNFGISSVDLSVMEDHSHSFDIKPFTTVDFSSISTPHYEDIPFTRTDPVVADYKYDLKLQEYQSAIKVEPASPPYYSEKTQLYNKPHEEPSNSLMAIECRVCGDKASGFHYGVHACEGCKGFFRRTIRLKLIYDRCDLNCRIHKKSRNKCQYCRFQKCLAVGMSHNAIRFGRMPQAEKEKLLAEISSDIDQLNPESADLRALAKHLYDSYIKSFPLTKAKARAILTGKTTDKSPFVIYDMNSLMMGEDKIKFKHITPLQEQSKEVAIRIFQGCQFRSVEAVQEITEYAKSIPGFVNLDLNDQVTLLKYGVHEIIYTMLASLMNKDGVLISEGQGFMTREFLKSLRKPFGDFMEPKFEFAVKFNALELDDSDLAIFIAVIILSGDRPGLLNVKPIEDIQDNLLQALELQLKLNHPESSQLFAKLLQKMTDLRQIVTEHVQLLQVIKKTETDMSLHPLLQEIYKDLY
S1P3 antagonist = blocks the human S1P3 receptor; CHO S1P3 NFAT-BLA reporter, FRET fluorescence, antagonist mode; Q99500; inhibition, % at 4.98 µM; 0.27% of 170,000 active;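 active = inhibition above the plate cutoff, the mean inhibition of test wells on that plate plus 3 SD, cut at about 28% in these data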;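 note: cells challenged with S1P at its EC80 of 0.8 µM; blue over green emission ratio from cleaved BLA substrate after 4 h stimulation; 0% = S1P-stimulated wells and 100% = unstimulated DMSO-only wells; some compounds past the cut are filed as inactive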
Lmaj promast = Leishmania major promastigote growth inhibition; Leishmania major promastigotes, resazurin fluorescence viability; inhibition, % at 10 µM; 9% of 200,000 active; AID 1063; in the data active = inhibition above about 50%;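 note: promastigotes grown with compound for 44 hours at 28 °C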
PPARg SRC3 recr = agonists of human PPARgamma SRC-3 coactivator recruitment; P37231; biochemical PPARgamma/SRC-3 coactivator recruitment assay; activation, % at 8 µM; 0.26% of 200,000 active; AID 731; in the data active = activation above about 23%;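 note: 0% = DMSO and 100% = reference agonist; some compounds past the cut are filed as inactive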
TLR4-MyD88 BLA = TLR4-MyD88 interaction inhibition in cells; O00206+Q99836; HeLa CL3-4 TLR4/MyD88 BLA complementation, FRET ratio; inhibition, % at 8.4 µM; 0.18% of 200,000 active; AID 861; in the data active = inhibition above about 25%;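 note: 0% = vehicle and 100% = reference inhibitor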
ROMK mod = modulators of human ROMK potassium channel; Tet-inducible ROMK, thallium flux fluorescence; actives lie on both sides; B-score at 10 µM; 2% of 130,000 active;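 active = signal ratio slope over the read window, or its plate-corrected B-score, at least 3 SD from the plate mean, either direction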;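 note: B-score of the F/F0 ratio slope over 7 to 12 s after thallium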
Target sequence (P48048 whole entry, looked up): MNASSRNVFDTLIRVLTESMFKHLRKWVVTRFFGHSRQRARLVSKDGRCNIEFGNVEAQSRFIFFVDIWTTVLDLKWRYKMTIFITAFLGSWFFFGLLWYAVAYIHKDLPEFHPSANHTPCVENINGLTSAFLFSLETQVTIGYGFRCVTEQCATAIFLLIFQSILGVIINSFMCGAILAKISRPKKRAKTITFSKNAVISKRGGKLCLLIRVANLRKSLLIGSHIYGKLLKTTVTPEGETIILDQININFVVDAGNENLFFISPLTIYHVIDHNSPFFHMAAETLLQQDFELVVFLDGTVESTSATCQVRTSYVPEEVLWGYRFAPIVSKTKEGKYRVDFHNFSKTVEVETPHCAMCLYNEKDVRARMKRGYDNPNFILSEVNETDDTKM
SRC2 TRFRET art = counter-screen for PPARgamma SRC-2 recruitment agonists: TR-FRET artefact. active compounds read high. TR-FRET ratio at 8 µM. 0.4% of 200,000 active. AID 1049; in the data active = TR-FRET ratio above about 2000; note: inactives centre near 1500; reference of the scale not given here
bIAP act = intestinal alkaline phosphatase (bovine) activation; purified bovine IAP, CDP-star luminescence, 30 min; active compounds read high; fold of DMSO-control signal, blank-subtracted; activation factor at 20 µM; 0.17% of 200,000 active;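 active = activation factor of 2 or more at 20 µM, a signal rise over negative controls twice the positive control's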
Redox H2O2 prof = compounds producing H2O2 with reducing agent – biochemical, NIH compound library profiling, artefact control for MLSCN library redox annotation, primary screen; DTT-dependent redox cycling H2O2, phenol red/HRP absorbance; 100% = 100 µM peroxide control, 0% = buffer; activation, % at 10 µM; 0.03% of 200,000 active;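 active = activation of at least 50% relative to the plate's high and low controls in the primary single-dose screen; inactive = activation below 50%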;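 note: compound incubated with DTT at 0.8 mM final as the reducing agent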
PPARg SRC1 recr = agonists of human PPARgamma SRC-1 coactivator recruitment; AID 631; P37231; 0.41% of 200,000 active; PPARgamma-SRC-1 coactivator recruitment biochemical assay; activation, % at 8 µM; in the data active = activation above about 19%;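 note: 0% = DMSO and 100% = reference agonist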
Active calls of the source: *; . = not tested or not shown.

SMILES	bIAP inh	PPARg SRC-2 ag	S1P3 antagonist	Lmaj promast	PPARg SRC3 recr	TLR4-MyD88 BLA	ROMK mod	SRC2 TRFRET art	bIAP act	Redox H2O2 prof	PPARg SRC1 recr
CCN(CC)C(=O)C1CCN(Cc2cn(C)nc2-c2ccc(Oc3ccccc3)cc2)CC1	-32	1	-5	7	-2	-19	-0.3	1560	1.3	-0.2	-12
O=C(CC(Cc1ccccc1)C(=O)O)NCCc1ccc2c(c1)OCO2 (stereo not drawn)	6	17	-2	-7	6	-10	0.89	1622	0.9	-0.7	1
Cc1cc(C)n(-c2ccn(Cc3ccc(Cl)cc3Cl)c(=O)n2)n1	6	14	2	21	6	-13	.	1669	0.9	-2.8	0
Cc1ccc(Nc2cc(C)nn2-c2nc(C)cc(C)n2)cc1	-9	6	13	92*	1	-7	.	1625	1.1	1.2	-2
O=C(Nc1ccc(Cl)cn1)c1ccc(-c2cc(Cl)ccc2Cl)o1	13	-2	.	-8	-6	8	.	1582	0.9	0.9	-2
COc1ccc(-c2ccnc3ncnn23)cc1	-8	-1	21	-6	1	-1	-0.0028	1576	1.1	-0.8	10
Cc1cccc(NC(=O)COC(=O)CCc2ccc(S(=O)(=O)N3CCOCC3)cc2)c1C	4	-4	-19	4	-2	-6	-0.63	1399	1	-0.4	-6
COC(=O)C(C)Sc1ccc2nnc(CCNS(=O)(=O)c3ccccc3)n2n1 (stereo not drawn)	-5	12	-2	-1	2	3	0.84	1708	1.1	1.1	4
Cc1ccc(C(=O)Nc2ccc(C(=O)N3CCCCC3)cc2)cc1	4	1	-17	0	-2	9	0.42	1512	1	-0.5	-2
O=C(Nc1ccc([N+](=O)[O-])cc1)Nc1nc(-c2ccc(Cl)s2)cs1	-5	-7	-9	82*	0	7	.	1437	1	0.3	6
CCC1C(=O)n2nc(-c3ccccc3)cc2N=C1C (stereo not drawn)	0	7	25	7	4	-1	.	1516	1	2.3	6
COCCNC(=O)C(c1ccc(C)o1)N(CCOC)C(=O)Cn1nnc2ccccc21 (stereo not drawn)	-8	3	-7	-3	9	0	-0.57	1602	1.1	0.0	10
COc1ccccc1NC(=O)c1ccc(NC(=O)COC(=O)C2(C)CC2(Cl)Cl)cc1 (stereo not drawn)	-7	1	0	8	-3	-16	-0.58	1623	1.1	-0.6	5
O=C(/C=C/c1ccc2c(c1)OCO2)Nc1nc2ccccc2s1	9	-3	-2	8	-5	-5	.	1363	0.9	0.4	-1
O=C(NCc1ccccc1)N[C@@H](Cc1c[nH]c2ccccc12)C(=O)O	6	-8	-11	-5	-4	7	.	1298	0.9	-0.1	-7
O=C(CCc1ccccc1)NCc1ccccc1	-4	-1	-3	0	7	-10	0.47	1586	1	-1.7	7
C/C(=N\NC(=O)c1nn(C)cc1Br)c1ccc(NC(=O)c2ccncc2)cc1	-19	5	-2	-3	0	-1	-0.049	1617	1.2	-0.1	4
C/C(=N\NC(=O)C1(C)CC1(Br)Br)c1ccc(NC(=O)C2CCC2)cc1 (stereo not drawn)	6	-1	11	8	1	-11	0.23	1660	0.9	0.7	2
CCOCCn1c(CN(Cc2ccccc2)Cc2ccccc2)nc2c1c(=O)[nH]c(=O)n2C	2	-5	10	32	-1	0	-1.4	1399	1	5.3	-2
C[C@@H](C(=O)Nc1ccc2ccccc2c1)[C@H]1C[C@]1(C)[C@H](NS(=O)(=O)c1ccc(-c2ccccc2)cc1)c1ccccc1	9	1	-3	16	0	3	0.76	1440	0.9	2.3	-1
O=C1C2C3C=CC(C3)C2C(=O)N1c1ccc2c(c1)OCO2 (stereo not drawn)	7	5	-1	-4	0	-8	.	1620	0.9	-1.1	-1
Cc1nc2ccccc2n1CC(O)Cn1c(C(F)(F)F)nc2ccccc21 (stereo not drawn)	6	1	5	-2	11	1	-0.98	1531	0.9	-0.4	8
C=CCSc1nnc(C)c(/C=C/Nc2ccc(Cl)cc2)n1	27	0	-2	23	4	21	-3*	1450	0.7	-0.1	4
CCn1c(SCC(=O)Nc2cc(C(C)(C)C)nn2-c2ccccc2)nnc1-c1cccs1	.	-3	-3	5	1	-1	.	1592	0.5	0.3	-1
Clc1ccc(OCc2cn3ccccc3n2)c2ncccc12	-18	0	10	0	4	-2	0.11	1364	1.2	-0.3	2
CCOc1ccc(C(=O)OCCN(C)C)cc1	3	6	.	-2	-4	12	1.3	1554	1	-0.2	-2
COc1ccc(C[C@H]2CN3C(=NC[C@H]3Cc3ccccc3)N2CCNC(=O)CCC2CCCCC2)cc1	-140	-4	11	76*	-3	0	.	1465	2.4*	0.3	-8
O=C(NN=C1CCCCCC1)c1cn(-c2ccccc2)nc1-c1ccccc1	5	13	-7	3	2	-7	-0.16	1503	1	-0.6	5
CCNc1nc(NC(C)C)nc(Oc2ccc(/C=N/O)cc2)n1	21	-5	.	12	-6	2	0.2	1426	0.8	0.1	-9
CCCC(CCC(=O)Nc1ccc(C(=O)OC)cc1)C(=O)O (stereo not drawn)	2	3	.	-2	0	-21	.	1648	1	0.9	0
Cc1cccc(NC(=S)N(Cc2ccc(Br)cc2)Cc2ccc(C(=O)O)cc2)c1	-10	5	-11	5	0	-8	-0.38	1478	1.1	-0.5	12
O=C(CSc1nc2c(cnn2-c2ccc(F)cc2)c(=O)[nH]1)N1N=C(c2cccs2)CC1c1ccc(F)cc1 (stereo not drawn)	36	-2	-1	51*	-8	10	-0.18	1459	0.6	0.7	-2
O=C(OCC(=O)N1CCOCC1)c1ccc(N2CCOCC2)c([N+](=O)[O-])c1	7	5	2	0	5	11	-1.7	1760	0.9	0.1	4
O=C(CSc1nnc(-c2cccs2)n1-c1ccccc1)NCc1ccco1	3	2	-12	8	10	-3	.	1572	1	3.0	-2
O=C(/C=C/c1ccc(F)cc1)NC(=S)NNC(=O)c1cccnc1	10	-1	-12	53*	-3	-12	1.3	1628	0.9	-0.3	-1
NC(=O)Nc1ccc(C(=O)OCC(=O)NC2CCCCC2)cc1	5	-1	11	-8	-2	-3	0.065	1627	1	0.0	4

Profiles, looked up by structure. Order of screens: bIAP inh, PPARg SRC-2 ag, S1P3 antagonist, Lmaj promast, PPARg SRC3 recr, TLR4-MyD88 BLA, ROMK mod, SRC2 TRFRET art, bIAP act, Redox H2O2 prof, PPARg SRC1 recr
O=C(/C=C/c1ccc(F)cc1)NC(=S)NNC(=O)c1cccnc1 is listed as 10, -1, -12, 53*, -3, -12, 1.3, 1628, 0.9, -0.3, -1
CCOc1ccc(C(=O)OCCN(C)C)cc1 is listed as 3, 6, ., -2, -4, 12, 1.3, 1554, 1, -0.2, -2
O=C(NN=C1CCCCCC1)c1cn(-c2ccccc2)nc1-c1ccccc1 is listed as 5, 13, -7, 3, 2, -7, -0.16, 1503, 1, -0.6, 5
O=C(CSc1nc2c(cnn2-c2ccc(F)cc2)c(=O)[nH]1)N1N=C(c2cccs2)CC1c1ccc(F)cc1 (stereo not drawn) is listed as 36, -2, -1, 51*, -8, 10, -0.18, 1459, 0.6, 0.7, -2

More entries follow:
SMILES	bIAP inh	PPARg SRC-2 ag	S1P3 antagonist	Lmaj promast	PPARg SRC3 recr	TLR4-MyD88 BLA	ROMK mod	SRC2 TRFRET art	bIAP act	Redox H2O2 prof	PPARg SRC1 recr
CCC(=O)c1ccccc1OCCCN1C(=O)NC(C)(C)C1=O	36	12	-12	0	3	-8	.	1918	0.6	1.5	-3
CC(=O)C1=C(C)NC(=O)CC1c1ccccc1Cl (stereo not drawn)	-17	0	10	20	1	-13	0.05	1582	1.2	-1.5	8
Clc1ccc(Sc2cc(Cl)c(-c3ccccc3)nn2)cc1	9	-5	.	39	5	1	.	1388	0.9	-7.1	-15
Cc1ccccc1CN1CCN(CC(=O)NCc2ccco2)C1=O	0	15	2	-7	-2	6	.	1426	1	3.8	-5
COC(=O)c1ccccc1NC(=O)NCC1CCCO1 (stereo not drawn)	6	3	-5	-2	7	-10	0.1	1472	0.9	0.5	-2
CC(C)(C)OC(=O)N/N=C/c1ccc(N2CCOCC2)s1	-15	-3	-1	2	-5	-7	.	1323	1.1	-0.9	9
COc1ccc(C(=O)N2CCC(O)(c3ccc(F)cc3)CC2)cc1OC	4	6	.	-9	8	-5	-0.00011	1675	1	0.1	2
COc1cc(-n2ccnc2SC)c(Cl)cc1Cl	-9	1	.	6	3	-5	.	1793	1.1	1.9	14
Cc1cc(NCCCN2CCOCC2)n2nc(C)c(-c3ccccc3)c2n1	1	6	2	66*	7	-11	0.42	1646	1	-1.7	4
O=C(CCCCCn1c(=S)[nH]c2ccc(N3CCOCC3)cc2c1=O)NCCc1ccccc1	13	0	8	5	4	5	0.15	1485	0.9	-0.2	-3
Cc1ncc(CSc2nnnn2-c2ccccc2)c(N)n1	14	2	-20	-3	-4	-9	.	1435	0.9	0.1	-1
O=C(c1ccccc1)N1CCCCC(S(=O)(=O)c2ccccc2)C1=O (stereo not drawn)	6	5	-4	-6	12	5	-0.24	1481	0.9	-0.1	-1
O=C(Nc1cccc(F)c1)C1CC(=O)N(c2ccc(Br)cc2)C1 (stereo not drawn)	3	6	5	4	-7	1	-1.1	1699	1	1.9	6
Cn1cc(CN2CCCC(C(=O)c3ccc(-c4ccccc4)cc3)C2)cn1 (stereo not drawn)	-3	1	-8	91*	1	-1	-0.78	1658	1	0.0	5
CCC(=O)n1nc(-c2ccco2)nc1N	0	1	-6	-7	0	-1	.	1358	1	0.1	0
O=C(CNC(=O)C1CCCCC1)OCC(=O)c1ccc(Cl)s1	10	10	-12	-9	8	-8	1.1	1546	0.9	-0.1	5
CCCCN(C)CCNC(=O)Cn1ncc2c(=O)oc3ccc(C)cc3c21	11	1	-15	4	-1	-5	.	1666	0.9	-1.2	2
COC(=O)c1cc2ccsc2n1CC(=O)Nc1cc(Cl)ccc1OC	7	5	38	3	21	5	.	1401	0.9	-3.9	12
Cc1ccccc1S(=O)(=O)c1c(C)cc(-c2ccccc2)[nH]c1=O	-3	-1	.	-11	12	11	.	1578	1	1.7	-2
O=C(CN1CCN(C2CCCCC2)CC1)Nc1ccc(Br)cc1	-8	-3	-11	88*	-1	15	-0.23	1665	1.1	-1.4	-3
COC(=O)c1ccc(Sc2ccccc2NS(=O)(=O)c2ccc(C)cc2)nc1	6	8	.	-6	-2	6	.	1791	0.9	0.8	1
CCCCNC(=O)CNC(=O)c1cccs1	-5	7	.	-6	12	-3	.	1584	1	0.6	12
Cc1ccc(NC(=S)N(CCCN2CCOCC2)Cc2ccco2)cc1Cl	-10	0	-17	0	4	-2	-0.95	1678	1.1	-0.4	1
Cc1ccc(C(=O)CSc2nc(-c3ccccc3)cc(=O)[nH]2)cc1	-29	-2	-1	-8	1	4	0.28	1583	1.3	-0.1	0
O=S(=O)(NCCSCc1ccc(Cl)cc1Cl)c1ccc2c(c1)OCCO2	41	-1	.	1	11	-6	0.028	1614	0.6	-0.1	5
Cc1ccc2[nH]c(=O)c(CN(Cc3cccs3)S(=O)(=O)c3ccc4c(c3)OCCO4)cc2c1	.	1	0	-1	3	3	.	1568	0.4	0.9	0
Cn1c2ccccc2c2c(C(=O)N3CCN(c4ccccc4)CC3)cn(C3CCCC3)c(=O)c21	-15	-5	.	25	0	8	1	1444	1.1	0.0	-5

Assay outcomes deposited in PubChem BioAssay by several laboratories.
